Screening data deposited in PubChem BioAssay by National Center for Advancing Translational Sciences (NCATS).
G9a block: G9a (human) methyltransferase inhibition; Q96KQ7; G9a H3K9 monomethylation, AlphaScreen, 2 h; Potency, µM (titrated, usually from 102 µM), for the others: at the top dose activity, negative = inhibition, most hits filed as inhibitors; 350,000 compounds, 8.8% hits; AID 504332; also: % is scaled to controls: 0 for no effect and ±100 for the full control effect; nearly all actives have a fitted effect of over 75% in size
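Step 1: enzyme (final 20 nM) with compound, 15 min RT. Step 2: substrate peptide 500 nM and SAM 20 uM, 2 h RT. Step 3: anti-H3K9me1 antibody and AlphaScreen beads, 10 min, then plate read.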
HP1b chromo inh: HP1-beta chromodomain-methylated histone interaction inhibition; P83916; AlphaScreen HP1-beta / biotin-H3K9me3 peptide binding; Potency, µM (series often up to 114 µM), inactives show at the top dose activity change, negative = inhibition, hits mostly inhibitors; 390,000 compounds, 0.56% hits; AID 540317; also: nearly all actives have a fitted effect of over 70% in size; inactives centre near 23
Target sequence (P83916 whole entry, looked up): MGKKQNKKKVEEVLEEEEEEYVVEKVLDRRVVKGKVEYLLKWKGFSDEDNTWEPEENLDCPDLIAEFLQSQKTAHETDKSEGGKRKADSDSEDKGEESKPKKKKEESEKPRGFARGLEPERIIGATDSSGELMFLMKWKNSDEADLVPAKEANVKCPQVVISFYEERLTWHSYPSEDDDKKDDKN
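HP1-beta protein (50 nM final) preincubated 30 min at room temperature with biotinylated H3(1-18)K9me3 peptide (50 nM) in PBS pH 7.4, 0.01% Tween-20, then compound added for 30 min. AlphaScreen streptavidin donor/nickel chelate acceptor beads (10 ug/mL final), 30 min dark, luminescence read.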
Pin1 inh: inhibitors of human Pin1. AID 504891. Pin1 FP peptide displacement, HiFluor488, 10 min. Q13526. 390,000 compounds, 0.009% hits. Potency, µM (titrated, usually from 115 µM), without a hit: at the highest dose activity, negative = inhibition, usual class: inhibitors; active = well fitted inhibition curve with a large enough effect in the polarisation, with a control signal flat, not every such curve was filed as active; inconclusive = small, poorly fitted or top-dose-only effect, or effect the other way, or a change in a side signal; inactive = no such curve, though single readings can be large or run the other way; the % refers to the polarisation; also: % is scaled to controls: 0 for no effect and ±100 for the full control effect
Target sequence (Q13526 whole entry, looked up): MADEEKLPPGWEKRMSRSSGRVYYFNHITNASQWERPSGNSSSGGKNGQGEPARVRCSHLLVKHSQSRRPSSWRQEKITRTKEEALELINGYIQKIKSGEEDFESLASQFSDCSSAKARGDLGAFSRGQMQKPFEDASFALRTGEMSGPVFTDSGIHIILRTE
POLI inh: inhibitors of human DNA polymerase iota; Q9UNA4; Pol iota fluorescent replication assay, 10 min; Potency, µM (doses to about 115 µM), for the others: top-dose activity, negative = inhibition, actives largely listed as inhibitors; 390,000 compounds, 1% hits; AID 588590
Target sequence (Q9UNA4 whole entry, looked up): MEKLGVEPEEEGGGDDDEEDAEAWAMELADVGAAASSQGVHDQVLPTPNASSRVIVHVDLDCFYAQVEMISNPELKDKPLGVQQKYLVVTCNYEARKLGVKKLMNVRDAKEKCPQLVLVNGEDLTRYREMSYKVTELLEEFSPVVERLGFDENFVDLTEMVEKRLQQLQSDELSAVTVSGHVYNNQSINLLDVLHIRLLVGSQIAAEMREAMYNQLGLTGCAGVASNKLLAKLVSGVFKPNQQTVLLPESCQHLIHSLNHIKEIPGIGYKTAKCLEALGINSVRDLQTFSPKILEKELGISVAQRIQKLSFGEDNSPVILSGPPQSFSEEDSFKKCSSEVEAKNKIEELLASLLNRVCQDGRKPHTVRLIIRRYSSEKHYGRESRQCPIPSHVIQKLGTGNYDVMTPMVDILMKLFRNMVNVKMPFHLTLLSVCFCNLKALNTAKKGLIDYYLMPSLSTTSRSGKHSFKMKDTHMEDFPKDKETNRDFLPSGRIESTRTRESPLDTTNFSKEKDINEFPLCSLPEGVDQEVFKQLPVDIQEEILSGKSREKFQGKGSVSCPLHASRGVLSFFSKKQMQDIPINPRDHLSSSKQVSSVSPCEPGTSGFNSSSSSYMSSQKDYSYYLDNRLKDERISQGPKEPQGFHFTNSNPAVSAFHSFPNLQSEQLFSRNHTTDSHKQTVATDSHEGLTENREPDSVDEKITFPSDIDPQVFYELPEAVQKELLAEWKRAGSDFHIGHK
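Pol iota at 10 nM preincubated 15 min with compounds at room temperature; reaction started with fluorescent substrate, 50 nM final. Fluorescence read kinetically at 0 and 10 min; buffer-only wells as negative control.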
PGK inhibitor: inhibitors of T. brucei phosphoglycerate kinase; Potency, µM (doses to about 57.5 µM), for the others: at the highest dose activity change, negative = inhibition, usual class: inhibitors; P07378; PGK/GAPDH coupled, Kinase-Glo luminescence, 60 min; 380,000 compounds, 0.043% hits; also: % is scaled to controls: 0 for no effect and ±100 for the full control effect; nearly all actives have a fitted effect of over 60% in size
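Luminescent ATP detection (Kinase-Glo Plus) follows a 60-minute room-temperature incubation, with wells lacking PGK as controls. Buffer: 100 mM TEA (pH 7.6), 5 mM MgCl2, 0.01% Tween-20. Coupling enzyme GAPDH (100 nM final) supplies unstable 1,3-BPG in-well.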
BLM helicase inh: blocks DNA unwinding by human BLM helicase. recombinant BLM DNA unwinding, fluorescence dequenching. P54132. Potency, µM (top dose mostly 56.1 µM), for the others: at the top dose activity change, negative = inhibition, most hits filed as inhibitors. AID 2528. 350,000 compounds, 0.2% hits;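 also: plate controls were vehicle for no effect and no enzyme for full effect; nearly all actives have a fitted effect of over 35% in size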
GLS inhibitor: inhibitors of human glutaminase (GLS) | O94925 | GLS enzymatic activity, qHTS titration | Potency, µM (doses to about 45.5 µM), inactives show at the highest dose activity change, negative = inhibition, actives largely listed as inhibitors | 410,000 compounds, 0.21% hits; also: % is scaled to controls: 0 for no effect and ±100 for the full control effect
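Two-point fluorescence kinetic (t0, 30 min RT) for hKGA; glutamate detected via glutamate oxidase–HRP–Amplex Red. Substrate: 1 mM L-glutamine solution; buffer 45 mM KH2PO4, pH 8.2.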
BAZ2B inh: BAZ2B (human) inhibition; 360,000 compounds, 4.4% hits; Potency, µM (top dose mostly 114 µM), without a hit: at the top dose activity change, negative = inhibition, hits mostly inhibitors; Q9UIF8; AlphaScreen BAZ2B-H3K14Ac peptide displacement; also: % is scaled to controls: 0 for no effect and ±100 for the full control effect; nearly all actives have a fitted effect of over 60% in size
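AlphaScreen displacement of biotin-H3(5-23)K14Ac peptide (50 nM final) from BAZ2B (50 nM final) in PBS pH 7.4, 0.01% Tween-20; complex preformed 30 min RT, then compounds (top 110 uM) 30 min RT, beads 20 min dark.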
JMJD2A Tudor: JMJD2A Tudor domain (human) inhibition; AlphaScreen JMJD2A-Tudor / H3K4me3 peptide binding; 390,000 compounds, 4.4% hits; Potency, µM (top dose mostly 114 µM), for inactives: at the top dose activity change, negative = inhibition, usual class: inhibitors; also: % is scaled to controls: 0 for no effect and ±100 for the full control effect; nearly all actives have a fitted effect of over 50% in size
Starred values were filed as active, the others as inactive; [ ] = dose if it differs, or a comment. Unless noted, calls follow the shape of the dose curve; as a rule, active = well fitted curve in the direction sought with a large enough effect; inconclusive = small, poorly fitted or top-dose-only effect, or another doubt; inactive = no such curve, though single readings can be large; an effect the other way counts as inactive or inconclusive. Potency is read from the fitted curve at half-maximal effect. The list is partial (hit frequency here may not be typical).

For CC12CCC(C(=O)Nc3ccc(Br)cn3)(OC1=O)C2(C)C (configuration not stated) the results were G9a block 0.4%, HP1b chromo inh 20.7%, Pin1 inh -2.6%, POLI inh 66.4%[activator], PGK inhibitor inactive, BLM helicase inh -4.1%, GLS inhibitor 3.2%, BAZ2B inh 4.3% and JMJD2A Tudor -0.7%.
O=C(Nc1ccc(Oc2nnc(-c3ccccc3)c3ccccc23)cc1)c1ccccc1 was read as G9a block 16.1%[59 µM], HP1b chromo inh 33.7%, Pin1 inh 6.0%, POLI inh 16.4%, PGK inhibitor -2.9%, BLM helicase inh -2.6%, GLS inhibitor -3.2%, BAZ2B inh -3.7% and JMJD2A Tudor -12.3%.
COc1ccc(C(=O)COC(=O)c2cc(S(=O)(=O)N3CCCCC3)ccc2N2CCOCC2)c(OC)c1 was read as G9a block -4.3%[12.7 µM], HP1b chromo inh 27.2%, Pin1 inh 52.9%[activator], POLI inh 7.4%, PGK inhibitor -5.8%, GLS inhibitor 1.7%, BAZ2B inh -1.8% and JMJD2A Tudor -21.4%.
Screening Fc1ccccc1-c1[nH]ncc1-c1nnnn1-c1ccccc1 returned G9a block 0.2%, HP1b chromo inh 30.3%, Pin1 inh -5.4%, POLI inh -12.0%, PGK inhibitor -4.0%, BLM helicase inh -6.3%, GLS inhibitor -2.5%, BAZ2B inh -3.1% and JMJD2A Tudor -25.6%.
O=C1C(C=NCc2ccncc2)=C(O)c2ccccc21 was read as G9a block -1.7%, HP1b chromo inh 34.4%, Pin1 inh 3.1%, POLI inh 5.3%, PGK inhibitor -6.5%, BLM helicase inh 3.0%, GLS inhibitor 14.6%, BAZ2B inh 8.2% and JMJD2A Tudor -10.2%.
CCc1ccc2nc(NC(=O)CSCc3c(C)noc3C)sc2c1 was read as G9a block -9.9%[59 µM], HP1b chromo inh 30.4%, Pin1 inh -6.8%, POLI inh inconclusive, PGK inhibitor -3.6%, BLM helicase inh -14.7%, GLS inhibitor 10.6%, BAZ2B inh 9.9% and JMJD2A Tudor -25.7%.
COc1cc(C(=O)NNC(=O)c2cccc(Cl)c2)ccc1OCC(=O)N1CCOCC1 was read as G9a block 22.8%[12.7 µM], HP1b chromo inh 38.5%, Pin1 inh 0.4%, POLI inh inconclusive, PGK inhibitor inactive, GLS inhibitor 5.2%, BAZ2B inh 8.1% and JMJD2A Tudor -0.7%.
Screening Cc1c(OCC(=O)NCC2CCC(C(=O)O)CC2)ccc2c3c(c(=O)oc12)CCC3 (configuration not stated) returned G9a block 0.9%, HP1b chromo inh 38.3%[activator], Pin1 inh -0.4%, POLI inh 7.5%, PGK inhibitor -4.4%, BLM helicase inh -0.7%, GLS inhibitor 1.9%, BAZ2B inh -1.1% and JMJD2A Tudor -16.3%.
Screening O=C(Nc1ccc(S(=O)(=O)N2CCCCC2)cc1)C1CCN(C(=O)c2ccc(F)cc2)CC1 returned G9a block inconclusive, HP1b chromo inh 9.1%, Pin1 inh -2.4%, POLI inh 24.0%, PGK inhibitor inactive, GLS inhibitor -6.3%, BAZ2B inh inconclusive and JMJD2A Tudor -19.3%.
Screening O=C(NCC1CCCO1)c1ccc2c3n(nc2c1)-c1ccccc1CO3 (configuration not stated) returned G9a block 3.7%[12.7 µM], HP1b chromo inh 22.6%, Pin1 inh -2.5%, POLI inh 54.7%[activator], PGK inhibitor -16.3%, BLM helicase inh 0.9%, GLS inhibitor 3.2%, BAZ2B inh 2.7% and JMJD2A Tudor -19.0%.
O=c1c(Cc2ccc(F)cc2)c(O)ccn1CCc1cnc[nH]1 was read as G9a block -2.4%, HP1b chromo inh 27.3%, Pin1 inh -4.5%, POLI inh -3.2%, PGK inhibitor inactive, BLM helicase inh 0.5%, GLS inhibitor 0.3%, BAZ2B inh -10.0% and JMJD2A Tudor -19.0%.
Screening O=C(CSc1nnc(Cn2nnc3ccccc32)o1)N(Cc1ccc(Cl)cc1)c1ccccc1 returned G9a block 20.9%[12.7 µM], HP1b chromo inh -17.9%, Pin1 inh 13.6%, POLI inh inconclusive, PGK inhibitor -7.1%, BLM helicase inh -7.9%, GLS inhibitor -12.6%, BAZ2B inh 4.7% and JMJD2A Tudor -3.1%[11.4 µM].

2 consecutive entries already listed, for reference:
COc1ccc(C(=O)COC(=O)c2cc(S(=O)(=O)N3CCCCC3)ccc2N2CCOCC2)c(OC)c1 was read as G9a block -4.3%[12.7 µM], HP1b chromo inh 27.2%, Pin1 inh 52.9%[activator], POLI inh 7.4%, PGK inhibitor -5.8%, GLS inhibitor 1.7%, BAZ2B inh -1.8% and JMJD2A Tudor -21.4%.
Screening Fc1ccccc1-c1[nH]ncc1-c1nnnn1-c1ccccc1 returned G9a block 0.2%, HP1b chromo inh 30.3%, Pin1 inh -5.4%, POLI inh -12.0%, PGK inhibitor -4.0%, BLM helicase inh -6.3%, GLS inhibitor -2.5%, BAZ2B inh -3.1% and JMJD2A Tudor -25.6%.

Carrying on:
For O=C1N/C(=C/c2cccn2-c2ccc(F)cc2)C(=O)N1Cc1ccccc1 the results were G9a block -30.2%[59 µM], HP1b chromo inh 9.9%, Pin1 inh inconclusive, POLI inh -15.9%[58.9 µM], PGK inhibitor 3.6%, BLM helicase inh -8.0%, GLS inhibitor 1.5%, BAZ2B inh -8.6% and JMJD2A Tudor -22.2%.
Screening COc1ccc(NC(=O)CSc2nc3nc(C)cc(C)n3n2)cc1OC returned G9a block -1.2%[59 µM], HP1b chromo inh 7.3%, Pin1 inh 5.4%, POLI inh 26.4%, PGK inhibitor -10.0%, BLM helicase inh 2.1%, GLS inhibitor 2.4%, BAZ2B inh -0.9% and JMJD2A Tudor -15.3%.
`Cc1cccc(NC(=O)CSc2nnc3[nH]c(=O)cc(C)n23)c1C` gave G9a block -4.9%[59 µM], HP1b chromo inh 13.9%, Pin1 inh -22.2%, POLI inh 19.5%, PGK inhibitor inactive, BLM helicase inh 5.4%, GLS inhibitor -3.7%, BAZ2B inh -2.6% and JMJD2A Tudor -14.9%.
`C=C(C)COc1ccc(-c2nc(N)ncc2-c2ccc(Cl)cc2)c(O)c1` gave G9a block -40.8%, HP1b chromo inh 20.1%, Pin1 inh 1.6%, POLI inh -12.4%, PGK inhibitor -3.0%, BLM helicase inh -16.2%, GLS inhibitor -5.0%, BAZ2B inh inconclusive and JMJD2A Tudor inconclusive.
Screening C[C@@H](C(=O)NCCc1ccc(F)cc1)N1C(=O)N2CCc3c([nH]c4ccccc34)[C@@]2(C)C1=O returned G9a block 7.4%[12.7 µM], HP1b chromo inh -3.7%, Pin1 inh inconclusive, POLI inh 14.4%, PGK inhibitor 7.5%, BLM helicase inh -8.5%, GLS inhibitor 10.3%, BAZ2B inh inconclusive and JMJD2A Tudor inconclusive.
For O=C(O)CCCCCNC(=O)c1ccc(Br)cc1 the results were G9a block 50.1µM*, HP1b chromo inh 40.1%[activator], Pin1 inh 7.2%, POLI inh -2.3%, PGK inhibitor -5.0%, BLM helicase inh -2.8%, GLS inhibitor -11.7%, BAZ2B inh inconclusive and JMJD2A Tudor -16.0%[57.1 µM].
For O=C(CSc1nnc(Nc2ccccc2F)s1)NC(=O)CN1CCCC1=O the results were G9a block inconclusive, HP1b chromo inh -28.4%, Pin1 inh 0.8%, POLI inh inconclusive, PGK inhibitor inconclusive, GLS inhibitor -13.3%, BAZ2B inh inconclusive and JMJD2A Tudor inconclusive.
For COc1cc(/C(C#N)=C/c2ccccc2)c([N+](=O)[O-])cc1OC the results were G9a block inconclusive, HP1b chromo inh -2.8%, Pin1 inh -5.7%, POLI inh 52.9%[activator], PGK inhibitor 1.3%, BLM helicase inh -12.0%, GLS inhibitor -10.2%, BAZ2B inh -33.3% and JMJD2A Tudor -32.6%.
For Cc1cc(=O)oc2cc(OCC(=O)NCc3ccco3)ccc12 the results were G9a block -1.0%[59 µM], HP1b chromo inh 21.6%, Pin1 inh -1.5%, POLI inh 22.5%, PGK inhibitor 1.3%, BLM helicase inh 1.0%, GLS inhibitor 0.1%, BAZ2B inh 1.9% and JMJD2A Tudor -0.7%.
Screening COc1ccc(C2N(S(=O)(=O)c3ccccc3)CCN2S(=O)(=O)c2ccc(C)cc2)cc1 (configuration not stated) returned G9a block 0.1%[59 µM], HP1b chromo inh 22.7%, Pin1 inh 0.6%, POLI inh 0.7%, PGK inhibitor -3.1%, BLM helicase inh -9.8%, GLS inhibitor 3.6%, BAZ2B inh -5.5% and JMJD2A Tudor -8.0%.
`N/C(=N\OC(=O)CC(c1ccccc1)c1ccccc1)c1cccnc1` gave G9a block -0.3%, HP1b chromo inh 74.4%[activator], Pin1 inh 1.4%, POLI inh -21.5%, PGK inhibitor inactive, BLM helicase inh -2.8%, GLS inhibitor 3.8%, BAZ2B inh -23.5% and JMJD2A Tudor 11.7%.
For CCOC(=O)/C=C1\SCC(=O)N1CC(O)CN1C(=O)CS/C1=C/C(=O)OCC (configuration not stated) the results were HP1b chromo inh 19.2%, Pin1 inh -3.1%, POLI inh -16.1%, PGK inhibitor 1.8%, GLS inhibitor 7.5% and JMJD2A Tudor -6.9%.
For COc1cc(OC)c(NC(=O)N2CCc3c(sc4c3CCCC4)C2c2ccccc2)cc1Cl (configuration not stated) the results were G9a block inconclusive, HP1b chromo inh -6.8%, Pin1 inh 10.1%, POLI inh 16.0%, PGK inhibitor 10.6%, BLM helicase inh -6.5%, GLS inhibitor -1.3%, BAZ2B inh -35.5% and JMJD2A Tudor inconclusive.
For CCOc1ccccc1C(=O)N1CCN(c2ccc(C(F)(F)F)cn2)CC1 the results were G9a block 0.8%, HP1b chromo inh 3.5%, Pin1 inh 2.5%, POLI inh 31.7%[activator], PGK inhibitor -3.1%, BLM helicase inh -7.4%, GLS inhibitor 0.6%, BAZ2B inh -8.7% and JMJD2A Tudor -10.3%.
Screening COc1ccc(NC(=O)N2CCCC2C(=O)NCc2ccc(C)cc2)cc1 (configuration not stated) returned G9a block 19.0%, HP1b chromo inh 50.2%[activator], Pin1 inh -1.6%, POLI inh 25.8%, PGK inhibitor -3.4%, BLM helicase inh 3.0%, GLS inhibitor -4.0%, BAZ2B inh -13.8% and JMJD2A Tudor -8.4%.
